Source: PubChem
IL-1B inflam inh: inflammasome signaling inhibition, IL-1 beta readout | THP-1 LPS/ATP IL-1B secretion, AlphaLISA, 16 h; active compounds read low | activity change, % at 57.5 µM | 4.7% of 360,000 active; in the data active means activity change below about -50%; inconclusive means mostly about -30% to -49%; further: on the % scale 0 is the no-effect control and ±100 the full control effect
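Secreted IL-1B measured by AlphaLISA bead assay after 16 h compound exposure of THP-1 cells; compounds (final up to 57.5 uM) added 1 h before LPS (250 ng/mL) and ATP (1.25 mM) stimulation; lower signal means less secretion.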
GLP1R cytotox: cytotoxicity in counter-screen for GLP-1R inverse agonists. 0.13% of 410,000 active. Potency, µM (top dose mostly 38.3 µM), for inactives: at the highest dose activity change, negative = inhibition, hits mostly inhibitors. HEK293 cAMP-luciferase reporter cells, luminescence, 24 h. AID 624418;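 further: loss of luciferase light is scored as toxicity; potency means the concentration at half of the fitted maximal effect; on the % scale 0 is the no-effect control and ±100 the full control effect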
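MLSMR compounds, 24 hr on cells at 37 deg C/5% CO2; luminescence after luciferase reagent (12 min RT). Inhibition counted as the undesired cytotoxic outcome.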
KB-3-1 tox: kills parental KB-3-1 adenocarcinoma cells. KB-3-1 viability, CellTiter-Glo ATP luminescence, 72 h. 1.4% of 400,000 active. Potency, µM (doses to about 46.1 µM), inactives show top-dose activity change, negative = cytotoxic, usual class: cytotoxic; further: potency means the concentration at half of the fitted maximal effect; on the % scale 0 is the no-effect control and ±100 the full control effect; nearly all actives have a fitted effect of over 60% in size
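Multi-concentration cytotoxicity screen in KB-3-1 cells grown in DMEM lacking phenol red with 10% FBS. After 72 h at 37 °C with compound, ATP-dependent luminescence was recorded.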
KB-V1 cytotox: KB-V1 MDR subline cytotoxicity; KB-V1 MDR cells viability, CellTiter-Glo, 72 h; Potency, µM (highest dose often 46.1 µM), inactives show top-dose activity change, negative = cytotoxicity, actives largely listed as cytotoxic; 3.4% of 400,000 active; further: potency means the concentration at half of the fitted maximal effect; on the % scale 0 is the no-effect control and ±100 the full control effect; nearly all actives have a fitted effect of over 60% in size
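Cytotoxicity toward P-gp-expressing KB-V1 cells was determined as loss of CellTiter-Glo luminescence after 72 h at 37 degrees C. Compounds were tested in quantitative HTS format across a concentration range, with curves fitted to normalized data.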
SW480 rereplic: DNA re-replication induction in SW480 cells. SW480 DNA re-replication, Hoechst DNA content imaging, 48 h. Potency, µM (top dose mostly 46.1 µM), without a hit: at the top dose re-replication activation, actives largely listed as activators. 1.8% of 340,000 active. AID 624297; further: potency means the concentration at half of the fitted maximal effect; % of control where 0% means no effect; nearly all actives have a fitted effect of over 55% in size
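Image-based DNA-content assay: after two days of treatment, nuclei were labelled with the DNA dye Hoechst and imaged, and hits were compounds raising the count of nuclei showing high fluorescence intensity.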
HT1080 IDH1KD tx: kills HT-1080 cells with IDH1 knockdown | HT-1080 IDH1 knockdown viability, ATP luminescence, 48 h | Potency, µM (top dose mostly 46.1 µM), for the others: at the highest dose activity, negative = toxicity, actives largely listed as cytotoxic | AID 686971 | 2% of 360,000 active;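 further: potency means the concentration at half of the fitted maximal effect; 0% = DMSO wells and -100% = cell-free medium wells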
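Cytotoxicity counter-line: IDH1KD HT-1080, 48 h, CellTiter-Glo. Curves classed by r2, magnitude and activity.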
MCF10A rereplic: induces DNA re-replication in MCF 10a normal breast cells | 2.9% of 350,000 active | AID 624296 | Potency, µM (titrated, usually from 46.1 µM), inactives show at the highest dose activity, positive = re-replication, hits mostly activators | MCF 10A DNA re-replication, Hoechst nuclear intensity, 48 h; further: potency means the concentration at half of the fitted maximal effect; % of control where 0% means no effect; nearly all actives have a fitted effect of over 50% in size
DRD3 agonist: activates the human D3 dopamine receptor; AID 652048; D3R DiscoveRx beta-arrestin cells, luminescence, 90 min; max activation, %; P35462; 0.58% of 410,000 active; in the data active means max activation above about 30%; further: 0% is about no effect; mostly tested at two doses, the higher about 12 µM
Target sequence (P35462 whole entry, looked up): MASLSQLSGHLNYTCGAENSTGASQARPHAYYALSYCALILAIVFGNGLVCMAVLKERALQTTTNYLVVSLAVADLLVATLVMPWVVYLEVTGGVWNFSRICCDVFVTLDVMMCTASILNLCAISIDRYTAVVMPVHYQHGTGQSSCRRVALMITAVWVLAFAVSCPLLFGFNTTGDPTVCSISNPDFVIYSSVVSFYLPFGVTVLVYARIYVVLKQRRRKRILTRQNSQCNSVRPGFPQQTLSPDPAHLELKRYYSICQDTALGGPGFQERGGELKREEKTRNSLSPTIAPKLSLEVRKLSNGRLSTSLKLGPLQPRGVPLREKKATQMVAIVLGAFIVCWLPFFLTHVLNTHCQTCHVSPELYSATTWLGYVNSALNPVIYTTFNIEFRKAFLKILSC
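Cells at 1500/well, incubated overnight, then treated with pinned compounds (dopamine as control) for 90 min at 37 degrees C. DiscoveRx reagent added for 30 - 60 minutes at room temperature; luminescence read.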
HT1080-NT tox: kills 2HG-producing HT-1080-NT fibrosarcoma cells; 1.6% of 360,000 active; HT-1080-NT fibrosarcoma viability, CellTiter-Glo ATP luminescence, 48 h; Potency, µM (series often up to 46.1 µM), inactives show top-dose activity, negative = less viability, most hits filed as cytotoxic; AID 686970;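 further: NT is the 2HG producing partner of a matched IDH1 knockdown line; potency means the concentration at half of the fitted maximal effect; 0% = DMSO-treated cells and -100% = media-only wells without cells; nearly all actives have a fitted effect of over 55% in size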
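Fibrosarcoma NT cells, 750 per well in 5% FBS RPMI, were exposed to compound for 48 hours. Viability: CellTiter-Glo luminescence.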
* hit, by the source's call; i = inactive; ? = inconclusive; nt = no result given; & = joins results of further samples; [ ] = remark or other dose. Unless noted, the call rests on the fitted dose curve; in most records, active means well fitted curve in the direction sought with a large enough effect; inconclusive means small, poorly fitted or top-dose-only effect, or another doubt; inactive means no such curve, though single readings can be large; an effect the other way counts as inactive or inconclusive.

SMILES	IL-1B inflam inh	GLP1R cytotox	KB-3-1 tox	KB-V1 cytotox	SW480 rereplic	HT1080 IDH1KD tx	MCF10A rereplic	DRD3 agonist	HT1080-NT tox
CCOC(=O)C(=O)NCC(c1cccs1)S(=O)(=O)c1ccc(Cl)cc1 (stereo not drawn)	21	3%	12%	?	-10%	13%	5%	-5	-1%
CC(=O)Nc1ccc(NS(C)(=O)=O)cc1	-15	12%	-1%	1%	1%	-4%	-1%	2	-9%
C=CCSc1nc2sc3c(c2c(=O)[nH]1)CC(C)(C)OC3	24	15%	1%	-18%	-36%[inhibitor][1.84 µM]	10%	-11%	-3	13%
Cc1cccc(NC(=O)CSCC(=O)N2CCN(C(=O)c3ccco3)CC2)c1	5	-13%	-1%	1%	-1%	5%	4%	8	10%
CC(C)c1ccc(-c2nn(-c3ccccc3)cc2C(=O)NCC2CCCO2)cc1 (stereo not drawn)	-80*	0%	1%	?	-586%[inhibitor]	-30%	?	11	?
Cc1cccc(NC(=O)CSc2nc(-c3cccs3)cc(C(F)(F)F)c2C#N)c1	nt	22%	4%	-12%	nt	nt	nt	-6	nt
CC(NC(=O)c1ccco1)C(=O)Nc1nc(-c2ccccn2)cs1 (stereo not drawn)	20	-6%	?	?	?	-16%	?	1	-11%
O=C(c1cc2n(n1)C(C(F)(F)F)CC(c1ccc(Cl)cc1)N2)N1CCCC1 (stereo not drawn)	-8	9%	0%	-4%	0%	-4%	10%	2	-1%
COc1cc(/C=C/C(=O)OCC(=O)Nc2ccc(Cl)cn2)ccc1O	0	24%	3%	24%	-5%	-9%	9%	2	2%
COc1ccc([C@H]2C=C(C(=O)O)O[C@@H](OCc3ccc(CO)cc3)C2)cc1	10	-12%	?	4%	3%	9%	-21%	2	4%
O=C(COC(=O)C1CC2CCCC(C1)C2=O)NNC(=O)c1ccccc1Br (stereo not drawn)	-8	5%	8%	0%	-3%	3%	-2%	4	1%
CCc1cc2c(SCc3nc4sc(C(C)=O)c(C)c4c(=O)[nH]3)ncnc2s1	16	-4%	1%	-10%	-5%	6%	-5%	0	9%
CCn1cc(-c2ccnc3cc(C(=O)O)nn23)c(C)n1	18	34%[activator]	-9%	-1%	6%	11%	19%	4	-9%
O=C(CNC(=O)c1ccc(Br)cc1)NC1=NCCS1	17	0%	0%	-10%	-10%	2%	-9%	-22	-1%
CCOc1ccc(-c2nc(SC(C(C)=O)C(=O)N(C)C)c3c(=O)n(C)c(=O)n(C)c3n2)cc1 (stereo not drawn)	nt	-3%	8%	?	nt	nt	nt	1	nt
CC(=O)N1CC=CC1(C)C(=O)O (stereo not drawn)	33	-8%	18%	2%	0%	12%	0%	1	21%
CCOc1ccccc1N1CC(c2nc3ccccc3n2CCOc2ccc(OC)cc2)CC1=O (stereo not drawn)	nt	2%	-6%	5.8µM*	nt	nt	nt	-10	nt
Cc1nn(C(C)(C)C)c(OC(=O)c2cccs2)c1S(=O)(=O)c1ccccc1	50	?	-8%	-6%	-3%	?	?	-3	21µM*
COCC(=O)N1CCC(Oc2ccc(C(=O)NCCCC3CCCC3)cc2)CC1	i	4%	?	9.2µM*	-4%	-14%	-9%	0	-17%
CCCCSc1cc(C)nc2ncnn12	15	-3%	23%	14%	-5%	4%	-4%	-10	7%
O=C(CCC(=O)OCc1ccc(C(=O)Oc2ccc(Cl)cc2)cc1)Nc1ccccc1	-5	3%	-2%	2%	1%	-3%	14%	0	-5%
Cc1cc(C(=O)N2CCN(c3ccccn3)CC2)c(C)o1	-14	5%	4%	-2%	?	-5%	1%	-14	19%
COc1cc(CN2CCN(C(=O)CC(C)C)CC2)c([N+](=O)[O-])cc1OC	38	-4%	-5%	?	2%	11%	-1%	8	7%
CC[C@]1(C(=O)OC)[C@H]2C(=O)N(C)C(=O)[C@H]2[C@H]2CN=C(SCc3ccc(C(=O)OC)cc3)N21	-7	-11%	-8%	-17%	?	8%	-13%	-7	1%
COc1ccccc1C1C([N+](=O)[O-])=CC([N+](=O)[O-])=CN1C (stereo not drawn)	-13	-23%	8%	24%	?	-17%	-9%	-5	-21%

Just HT1080 IDH1KD tx and KB-V1 cytotox, for 3 of the compounds above:
SMILES	HT1080 IDH1KD tx	KB-V1 cytotox
CC(C)c1ccc(-c2nn(-c3ccccc3)cc2C(=O)NCC2CCCO2)cc1 (stereo not drawn)	-30%	?
Cc1cccc(NC(=O)CSc2nc(-c3cccs3)cc(C(F)(F)F)c2C#N)c1	nt	-12%
CC(NC(=O)c1ccco1)C(=O)Nc1nc(-c2ccccn2)cs1 (stereo not drawn)	-16%	?

(listing goes on)
SMILES	IL-1B inflam inh	GLP1R cytotox	KB-3-1 tox	KB-V1 cytotox	SW480 rereplic	HT1080 IDH1KD tx	MCF10A rereplic	DRD3 agonist	HT1080-NT tox
Cc1cnc(C(=O)NCCc2ccc(Cl)cc2)cn1	-16	18%	-8%	-13%	-6%	0%	-36%	-5	-1%
CCOC(=O)C(C(=O)OCC)[C@@H]1CS(=O)(=O)C[C@H]1C(C(=O)OCC)C(=O)OCC	-2	10%	5%	-7%	-1%	9%	0%	-15	15%
CC(=O)Nc1ccc(NC(=O)CSc2nnc(C)c(=O)[nH]2)cc1	2	?	18%	4%	?	1%	-1%	1	2%
O=C(NCc1ccccc1)NS(=O)(=O)c1ccccc1Cl	4	-4%	0%	-29%	-2%	6%	4%	12	13%
O=C(NNC(=O)c1ccc(Cl)nc1)c1ccncc1	-7	8%	-7%	-1%	-6%	-1%	0%	-1	-3%[9.24 µM]
CCCCC1=CC2=C(c3ccco3)C(=O)C(C)(OC(=O)c3ccc(OC)cc3)C(=O)C2=CN1c1ccccc1 (stereo not drawn)	10	?	0%	-8%	-1%	-1%	?	-15	2%
CCSc1nnc(CNC(=O)C23CC4CC(CC(C4)C2)C3)n1Cc1ccccc1	-4	7%	7%	-25%	1%	-6%	?	-6	-1%
COC(=O)CC1Oc2ccccc2-n2cc(-c3ccc(Cl)cc3)nc21 (stereo not drawn)	nt	8%	0%	-8%	nt	nt	nt	-3	nt
COc1ccc(NC(=O)C2C3CCC(O3)C2C(=O)O)cc1OC (stereo not drawn)	60	3%	-8%	32%	?	-4%	12%	-7	-15%
O=C(Cc1cccs1)N(Cc1cccs1)C1(C(=O)NC2CCCCC2)CCCCC1	-52*	-25%	-18%	?	3%	0%	9%	-6	4%
O=C(c1ccc(Cl)cc1Cl)N1CCc2ccccc21	-11	6%	-1%	-15%	-49%[inhibitor][1.84 µM]	-8%	1%	-6	3%
Cc1cccc(-c2nc(CS(=O)CC(=O)NCCc3ccccc3)c(C)o2)c1 (stereo not drawn)	0	-4%	13%	-23%	3%	8%	0%	6	-2%
CCc1ccc(N2CN(Cc3ccco3)CNC2=S)cc1	-1	-2%	17%	-9%	-74%	16%	?	7	13%
COc1cc(Cl)c(C)cc1NC(=O)CN(C)Cc1cccc(OC)c1OC	-5	0%	0%	?	13%	?	?	3	-23%
CC1CCc2c(sc(NC(=O)c3ccc(Cl)cc3Cl)c2C#N)C1 (stereo not drawn)	nt	-11%	29%	-1%	nt	nt	nt	19	nt
O=[N+]([O-])c1ccc(Cl)c(S(=O)(=O)Nc2cccc(-c3ccc(N4CCOCC4)nn3)c2)c1	4	-14%	-1%	-19%	-1%	15%	?	1	1%
NC(=O)COC(=O)c1ccc2c(c1)S(=O)(=O)c1ccccc1C2=O	7	6%	3%	7%	-12%	12%	-22%	-3	8%
C[C@H](NC(=O)c1nc[nH]c1C(=O)NCc1ccccc1)C(=O)OC(C)(C)C	-8	-43%	-16%	3%	-20%	1%	20%	8	0%
COc1ccc(Cl)cc1NC(=O)CSc1nnc(C2CC2)n1N	13	-7%	-1%	16%	3%	-8%	6%	2	1%
O=C(C[n+]1ccc(C(=O)N/N=C/c2ccc(Cl)cc2Cl)cc1)c1ccccc1	12	-9%	0%	3%	-1%	0%[9.24 µM]	?	2	?
COc1ccc(OC)c(N(CC(=O)N2CCC(C)CC2)S(=O)(=O)c2ccccc2)c1	13	-10%	2%	7.3µM*	-4%	11%	4%	-18	11%
CN(C)c1cccc(CNC(=O)c2csc([C@@H]3C[C@H](O)[C@@H](CO)O3)n2)c1	-11	-13%	-11%	7%	nt	3%	nt	-13	-3%
COc1cc(-c2noc(C)c2/C=C/c2cccc([N+](=O)[O-])c2)cc(OC)c1OC	57	-28%	2.9µM*	5.8µM*	?	3.7µM*	?	-5	2.3µM*
O=S1(=O)CCOCCCN1Cc1ccccc1F	23	16%	0%&13%	9%&4%	-7%	-2%	10%	-13	1%
COc1cc(/C=C/C(=O)OCC(=O)Nc2ccc3c(c2)OCO3)ccc1O	6	2%	-17%	2%	5%	0%	0%	10	4%
New compounds follow.
SMILES	IL-1B inflam inh	GLP1R cytotox	KB-3-1 tox	KB-V1 cytotox	SW480 rereplic	HT1080 IDH1KD tx	MCF10A rereplic	DRD3 agonist	HT1080-NT tox
COc1ccc(CN2[C@@H](CC(C)=O)c3cc(C(F)(F)F)ccc3S2(=O)=O)cc1	17	-7%	?	?	1%	0%	20%	4	8%
Clc1ccc(Nc2nc(-c3ccccc3)c3ccccc3n2)c(Cl)c1	nt	0%	-7%	8%	nt	nt	nt	-1	nt
CC1(C)O[C@@H]2[C@H](O1)[C@@H](CO)O[C@H]2n1cc(Br)c(=O)[nH]c1=O	0	2%	?	?	-3%	7%	2%	-4	-6%
CCOC(=O)c1[nH]c(=O)[nH]c1CN(Cc1ccco1)Cc1[nH]c(=O)[nH]c1C(=O)OCC	15	14%	0%	29%	?	9%	0%	5	10%
O=C(COc1ccccc1)Nc1cc(C(F)(F)F)ccc1N1CCCC1	-1	16%	?	?	2%	-17%	?	-3	-9%
O=C(Nc1cccc(S(=O)(=O)N2CCCCC2)c1)C1CCC1	3	-8%	-8%	?	1%	?	1%	-1	-8%
COc1ccc(OC)c2[nH]c(=O)c(CCNC(=O)C(=O)c3c(C)[nH]c4ccccc34)cc12	-1	-14%	-5%	-3%	20%	-7%	2%	0	-8%
